Rin1 Abl inh = inhibitors of human Rin1-Abl protein interaction; 0.4% of 360,000 active; AID 588664; P00519+Q13671; inhibition, % at 7.35 µM; TR-FRET Rin1/Abl binding, biochemical; in the data active = inhibition above about 5%, passing the limit was not always enough
CSN deneddyl inh = CSN deneddylation inhibition; Purified CSN, SCF-Nedd8-OG deneddylation, fluorescence polarization; inhibition, % at 12.5 µM; 0.38% of 360,000 active; AID 651999;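 active = pattern-corrected inhibition above about 35%, with an unprinted fluorescence ratio check between 0.5 and 1.5, limit read from the data, passing the limit was not always enough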;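 also: 0% = enzyme with substrate and 100% = substrate without enzyme; some results filed as inactive read as strong as hits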
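Test system: purified human Csn5 enzyme expressed in HEK293T cells. Amount: 0.24 nM enzyme. Reagent: SCFSkp2-Nedd8OG substrate at 10 nM final. Schedule: 90 min incubation of compound, enzyme and substrate at room temperature. Detection: fluorescence polarization. Read-out: % inhibition of substrate cleavage by Csn5.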
LMPTP inh = LMPTP (human) inhibition. P24666. recombinant LMPTP-A, OMFP fluorogenic substrate, fluorescence intensity. 0.22% of 360,000 active. AID 651560. inhibition, % at 20 µM;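 active = compounds that cut the enzyme signal by at least half of the control window in the single-dose screen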;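 also: plate controls were DMSO wells with enzyme plus substrate for no effect and substrate without enzyme for full effect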
Target sequence (P24666 whole entry, looked up): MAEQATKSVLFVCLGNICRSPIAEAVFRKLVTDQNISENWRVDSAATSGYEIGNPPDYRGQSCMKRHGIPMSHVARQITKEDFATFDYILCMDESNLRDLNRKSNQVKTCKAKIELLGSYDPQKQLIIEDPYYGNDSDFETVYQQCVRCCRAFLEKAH
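Material: LMPTP-A; amount: 0.625 nM enzyme; doses: single 20 µM dose; times: reaction 50 min, room temperature, dark; technique: fluorescence intensity of OMFP turnover product; benchmarks: no-enzyme and uninhibited controls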
DNMT1 block = DNMT1 (human) enzyme inhibition | P26358 | DNMT1 molecular beacon, Hinp1I cleavage, fluorescence | inhibition (reported as % activation of signal), % at 10 µM | 0.83% of 360,000 active | AID 588458; in the data active = inhibition above about 50%
Neddylation inh = inhibitors of human cullin neddylation; TR-FRET cullin neddylation, biochemical; AID 651699; 0.58% of 360,000 active; calls only at 25 µM; in the data active = inhibition above about 36%
NadD block = inhibitors of Staphylococcus aureus NadD; 0.78% of 360,000 active; purified NadD enzyme, colorimetric absorbance read-out; inhibition, % at 20 µM; in the data active = inhibition above about 26%; also: some compounds past the cut are filed as inactive
STEP inh = blocks human striatal-enriched tyrosine phosphatase. P54829. recombinant STEP, OMFP fluorogenic substrate, fluorescence. inhibition, % at 20 µM. 0.25% of 360,000 active. AID 588621;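 active = inhibition at 20 µM, scaled per plate between control wells, above about 37%, limit read from the data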;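 also: 0% = DMSO with enzyme and substrate and 100% = substrate only without enzyme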
Target sequence (P54829 whole entry, looked up): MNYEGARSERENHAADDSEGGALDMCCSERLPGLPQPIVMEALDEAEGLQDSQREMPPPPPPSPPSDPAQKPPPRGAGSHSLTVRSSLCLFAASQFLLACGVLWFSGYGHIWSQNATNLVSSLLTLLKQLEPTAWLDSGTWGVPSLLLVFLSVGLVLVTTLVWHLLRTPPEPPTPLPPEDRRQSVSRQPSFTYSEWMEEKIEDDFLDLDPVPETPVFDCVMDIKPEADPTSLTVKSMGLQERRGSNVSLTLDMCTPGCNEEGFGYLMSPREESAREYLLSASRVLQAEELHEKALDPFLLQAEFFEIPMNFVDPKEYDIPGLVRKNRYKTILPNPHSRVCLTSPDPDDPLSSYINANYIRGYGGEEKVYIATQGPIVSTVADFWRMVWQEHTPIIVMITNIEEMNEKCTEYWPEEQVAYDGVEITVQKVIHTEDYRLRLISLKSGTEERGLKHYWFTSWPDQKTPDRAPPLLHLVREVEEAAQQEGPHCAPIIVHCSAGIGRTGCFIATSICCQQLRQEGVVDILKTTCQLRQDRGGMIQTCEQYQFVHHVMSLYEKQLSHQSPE
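Test system: STEP tyrosine phosphatase / Reagent: OMFP at 25 µM / Doses: 20 µM, 1% DMSO / Read-out: percent inhibition scaled to no-enzyme and uninhibited-enzyme controls, plate-pattern corrected / Detection: FITC-channel fluorescence of OMFP product / Medium: Bis-Tris buffer pH 6.0, 2.5 mM DTT, 0.005% Tween 20 / Schedule: 20 min at room temperature, dark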
Rpn11 inh = inhibitors of human proteasome Rpn11; human 26S proteasome, Ub4-pepOG fluorescence polarization; 20S core pre-blocked with epoxomicin; calls only at 20 µM; 0.59% of 360,000 active; O00487;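 active = inhibition at 20 µM, scaled to each plate's controls, above about 33%, limit read from the data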
Scp-1 inhibitor = inhibitors of human Scp-1 phosphatase | Q9GZU7 | Recombinant Scp1, phosphopeptide, malachite green phosphate absorbance | inhibition, % at 20 µM | 0.88% of 340,000 active | AID 493091;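 active = inhibition above about 50% at 20 µM, limit read from the data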;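 also: plate controls were DMSO wells with enzyme for no effect and wells lacking enzyme for full effect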
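Test system: SCP-1 catalytic domain; Buffer or medium: Acidic Tris acetate buffer with magnesium and detergent; Also added: Phosphorylated 17-residue peptide substrate; Compound: single 20 µM dose, 1% DMSO; Schedule: enzyme reaction 45 min at room temperature, colour 5 min, stabilisation 30 min; Signal: Phosphate-binding colour reagent, absorbance read at 630 nm.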
SUMO1 PPI mod = alters human SUMO1 binding to SIM partners | AID 602429 | 0.33% of 360,000 active | P63165 | inhibition, % at 20 µM | SUMO1 binding to a labelled peptide, TR-FRET, 1 h; in the data active = inhibition above about 37%
Target sequence (P63165 whole entry, looked up): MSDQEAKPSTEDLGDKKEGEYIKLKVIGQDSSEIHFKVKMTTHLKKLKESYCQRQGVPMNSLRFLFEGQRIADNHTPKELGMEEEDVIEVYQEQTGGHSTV
Starred values were filed as active, the others as inactive; i = inactive; nt = no result given.

SMILES	Rin1 Abl inh	CSN deneddyl inh	LMPTP inh	DNMT1 block	Neddylation inh	NadD block	STEP inh	Rpn11 inh	Scp-1 inhibitor	SUMO1 PPI mod
[O-][n+]1onc2c1CCC1N(O)C(c3ccccc3)CC21O (stereo not drawn)	1	2	-0.2	2	i	8	-1	i	-4	0
COc1ccc(-c2csc3ncnc(N4CCN(c5ccc(OC)cc5)CC4)c23)cc1	-4	0	3.5	-4	i	2	-1	i	-8	2
O=C(Nc1cccc(-n2cnnn2)c1)c1cc(Cl)ccc1Cl	-1	-6	0.7	1	i	-8	-2	i	-5	-10
COC(=O)c1nccnc1C(=O)Nc1ccccc1N1CCOCC1	-1	5	-0.3	2	i	0	2	i	-6	2
O=C(Nc1ccc(-c2n[nH]c(=S)o2)cc1)c1ccccc1Br	-1	3	-1.4	-3	i	-6	0	i	4	6
Cc1ccsc1C(=O)OCC(=O)Nc1cccc(S(=O)(=O)N2CCCCC2)c1	-1	-2	2.9	-7	i	-6	1	i	nt	3
O=[N+]([O-])c1ccc(COc2ccccc2CN2CCOCC2)cc1	-1	3	-1.4	0	i	-4	-1	i	-4	-26
CNC(C)C(=O)NC(C(=O)N1CCCC1C(=O)Nc1ccc2ncccc2c1)C(C)C (stereo not drawn)	2	-4	0.8	0	i	3	0	i	4	-1
COc1ccc(/C=N/n2nnnc2N)cc1OC	3	0	-2.5	2	i	-8	0	i	0	-10
Cc1ccc(OCc2cccc(S(=O)(=O)N(C)C)c2)c([N+](=O)[O-])n1	5	-1	-0.2	-7	i	-1	-1	i	-4	-29
CC(=O)Nc1ccc(NC(=O)COc2ccc(-c3ccc(C#N)cc3)cc2)cc1	0	1	3.7	29	i	-6	-1	i	-6	-1
Cc1nc(Nc2ccc(S(N)(=O)=O)cc2)sc1-c1ccccc1	4	1	3.4	-3	i	1	-2	i	-4	1
CN(CC(=O)Nc1ccccc1N1CCOCC1)S(=O)(=O)c1ccc(F)cc1	-3	0	1.3	-1	i	-5	1	i	-4	-5
C[C@H](CO)N1C[C@H](C)[C@@H](CN(C)C(=O)Nc2ccccc2)Oc2ccc(NC(=O)Nc3ccccc3)cc2C1=O	-5	-5	0.1	-1	i	13	-1	i	71*	5
CCOC(=O)Cc1cc(=O)n2[nH]c(-c3ccc(Cl)cc3)cc2n1	3	4	-1.0	-1	i	1	1	i	-8	1
COc1cc(C(C)=O)ccc1OCC(=O)Nc1ccccc1N1CCCC1	2	-4	0.6	-2	i	-1	4	i	-4	0
Cc1ccc(N(CC(=O)NCC2CCCO2)C(=O)Cn2nnc(-c3cccs3)n2)cc1 (stereo not drawn)	-1	2	-0.6	4	i	-3	-3	i	-4	2
O=C1CSC(=S)N1Nc1ccccc1	3	-8	-0.2	0	i	-3	4	nt	-8	4
Cc1ccc(-c2nnc(SCC(=O)NC3CC3)o2)cc1	1	3	-1.1	0	i	0	-1	i	-4	3
CC(C)CC(=O)NC(=S)Nc1ccc(Cl)cn1	1	-13	0.1	-1	i	0	-3	i	-5	-2
COC(=O)c1ccccc1CC1SC(N)=NC1=O (stereo not drawn)	3	-6	-1.0	1	i	5	-2	i	-5	-2
O=C(NCC1CCCO1)C1CCN(CC2CCCCC2)CC1 (stereo not drawn)	-1	-2	-1.4	0	i	-3	-2	i	-10	-5
O=C(c1n[nH]c(=O)c2ccccc12)N1CCN(c2ccccc2Cl)CC1	2	-1	-0.9	-1	i	-1	0	i	-6	3
CC1C(=O)N2CCCc3cc(S(=O)(=O)N4CCCCC4)cc1c32 (stereo not drawn)	0	-2	0.9	-1	i	-2	-1	i	-3	6
COc1cccc(CNC(=O)Cc2ccc(OC)c(S(=O)(=O)N3CCOCC3)c2)c1	5	0	-0.8	3	i	-5	-1	i	4	0
Cc1ccc(NC(=O)c2cc(C)n(-c3cccc(C)c3)c2C)cc1	-2	-9	3.3	-5	i	-1	1	i	-27	-7
CC(C)C(C)NC(=O)CN1C(=O)NC(c2ccccc2)(c2ccccc2)C1=O (stereo not drawn)	0	0	-0.1	0	i	-3	-5	i	-4	0
CN1C(=O)/C(=C/c2coc3ccc(O)cc3c2=O)SC1=S	0	9	7.4	22	i	9	1	i	2	-5
Cc1cc(C)cc(N(CC(=O)NCC2CCCO2)C(=O)CCC(=O)Nc2cc(C)on2)c1 (stereo not drawn)	2	-2	0.5	-2	i	-6	-2	i	-4	-2
O=C(Cn1cnc2ccccc2c1=O)Nc1ccccc1N1CCOCC1	0	-11	-0.6	-1	i	0	-2	i	-12	1
CC(=O)c1ccc(-n2c(-c3cc(-c4ccco4)[nH]n3)n[nH]c2=S)cc1	1	28	-2.4	1	i	9	-2	i	-2	20
Cc1cc(C(=O)CSC(C)c2nc3ccccc3c(=O)[nH]2)c(C)n1C (stereo not drawn)	1	-3	0.3	0	i	9	-1	i	-7	2
COc1ccc(-c2nnn(CC(=O)N(C3CCCC3)C(C)C(=O)NC3CCCC3)n2)cc1OC (stereo not drawn)	-7	2	-0.2	3	i	5	1	i	-4	2
O=C(O)COc1ccccc1/C=N/NC(=O)CSc1nnc(SCc2ccc(Cl)cc2)s1	-1	3	0.1	3	i	11	0	i	27	-4
O=C(NCc1cccnc1)c1cc(Sc2ccccc2Cl)nc2ccccc12	1	0	-1.1	1	i	2	1	i	1	-7
C=CCOC(=O)C(=O)/C=C/c1csc2ccccc12	1	4	0.6	0	i	22	2	i	-8	-3
CC1=CC2=NC(=O)C(c3ccccc3)C(=O)N2C=C1 (stereo not drawn)	0	4	-1.9	0	i	-2	-2	i	1	-3
O=C(CCCC1=NS(=O)(=O)c2ccccc2N1)Nc1ccccc1	2	3	2.1	2	i	-2	-4	i	-7	2
Cc1nc2nc(SCc3ccccc3)nn2c(C)c1C	-3	0	-0.4	3	i	-3	2	i	-5	-1
COc1ccc2nc(NC(=O)c3ccccc3-c3ccccc3C(=O)O)sc2c1	0	0	-0.1	1	i	13	2	i	-1	-2
Cc1ccc(NC(=O)Nc2ccccc2)c(Br)c1	-2	7	-1.9	2	i	-1	1	i	-2	-1
Cc1ccc(C2/C(=C(\O)c3c(C)nc4c(C)cccn34)C(=O)C(=O)N2CCN(C)C)o1 (stereo not drawn)	1	-1	-2.4	1	i	-3	-3	i	-23	0
CCc1nc2ccc(C(=O)NCCCn3ccnc3)cn2c1N(C)Cc1ccc(Cl)cc1	0	1	-5.5	4	i	3	2	i	nt	-12
CC(C)(C)c1cc(OS(C)(=O)=O)ccc1O	2	-6	-0.8	2	i	-2	-3	i	7	-1
CC(C)c1ccc(O)c(NC(=S)NC(=O)c2ccc3c(c2)OCO3)c1	-1	-3	4.2	-1	i	-10	4	i	-10	-3
Cc1ccc(N(CC(=O)NC(C)C)C(=O)CCC(=O)Nc2nccs2)c(C)c1	3	-2	2.3	0	i	-5	1	i	-4	-1
CSc1nccc(N2CCN(c3ccc(F)cc3)CC2)n1	2	2	1.8	-1	i	1	-4	i	-10	4
CC(NC(=O)/C=C/c1ccccc1)c1ccccc1 (stereo not drawn)	-3	-4	-0.9	0	i	-4	1	i	4	-6
O=C(Nc1nnc(COc2ccc(Br)cc2)s1)c1ccco1	1	-4	21	-1	i	0	4	i	14	3
O=C(CCC(=O)N1CCOCC1)Nc1ccc(Cl)c(Cl)c1	4	1	0.8	2	i	0	-3	i	-7	-1
CCOC(=O)N1CCN(c2ccc3nnnn3n2)CC1	1	6	-0.7	2	i	-3	-7	i	-5	4
CCOc1ccc(CC2S/C(=N/c3ccccn3)NC2=O)cc1 (stereo not drawn)	5	3	0.6	1	i	5	2	i	-3	8
O=C(NCC(=O)N1CCN(S(=O)(=O)c2ccccc2C(F)(F)F)CC1)c1sc2ccccc2c1Cl	0	-1	-0.6	11	i	1	0	i	-3	-2
O=C(CCCn1c(SCC(=O)NC2CCCCC2)nc2ccccc2c1=O)NCC1CCCO1 (stereo not drawn)	-1	0	-1.1	1	i	5	-2	i	-11	3
Cc1cc(C)nc(NC(=S)Nc2ccccc2)n1	-1	-3	-0.9	0	i	-4	0	i	-9	3
CN(CC(=O)OCC(=O)NCc1ccccc1)S(=O)(=O)c1ccc(Cl)cc1	-4	-2	-0.2	3	i	-4	1	i	-10	3
Cc1ccc(S(=O)(=O)N2CCOCC2)cc1C(=O)N1CCc2ccccc21	-2	9	-0.2	2	i	-2	4	i	-12	2
COc1ccc(OC)c(S(=O)(=O)N2CCN(CC(O)COc3ccc(C#N)cc3)CC2)c1 (stereo not drawn)	2	0	-1.1	-1	i	-1	2	i	10	-1
S=C(Nc1cccnc1)NC1CCCCCCC1	-1	6	-0.5	-3	i	-3	-4	i	-4	3

Structures from the list above with an aryl methoxy group:
SMILES	Rin1 Abl inh	CSN deneddyl inh	LMPTP inh	DNMT1 block	Neddylation inh	NadD block	STEP inh	Rpn11 inh	Scp-1 inhibitor	SUMO1 PPI mod
COc1ccc(-c2csc3ncnc(N4CCN(c5ccc(OC)cc5)CC4)c23)cc1	-4	0	3.5	-4	i	2	-1	i	-8	2
COc1ccc(/C=N/n2nnnc2N)cc1OC	3	0	-2.5	2	i	-8	0	i	0	-10
COc1cc(C(C)=O)ccc1OCC(=O)Nc1ccccc1N1CCCC1	2	-4	0.6	-2	i	-1	4	i	-4	0
COc1cccc(CNC(=O)Cc2ccc(OC)c(S(=O)(=O)N3CCOCC3)c2)c1	5	0	-0.8	3	i	-5	-1	i	4	0
COc1ccc(-c2nnn(CC(=O)N(C3CCCC3)C(C)C(=O)NC3CCCC3)n2)cc1OC (stereo not drawn)	-7	2	-0.2	3	i	5	1	i	-4	2
COc1ccc2nc(NC(=O)c3ccccc3-c3ccccc3C(=O)O)sc2c1	0	0	-0.1	1	i	13	2	i	-1	-2
COc1ccc(OC)c(S(=O)(=O)N2CCN(CC(O)COc3ccc(C#N)cc3)CC2)c1 (stereo not drawn)	2	0	-1.1	-1	i	-1	2	i	10	-1

High-throughput results: PubChem BioAssay, several laboratories
